# GPR151 ag – activators of human GPR151. activation, % at 11.2 µM. AID 1508602. PathHunter beta-arrestin GPR151 cells, luminescence. Q8TDV0. 1% of 650,000 active; in the data active = activation above about 4.9%;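 also: 0% = median of compound wells and 100% = cells with positive control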
# Target sequence (Q8TDV0 whole entry, looked up): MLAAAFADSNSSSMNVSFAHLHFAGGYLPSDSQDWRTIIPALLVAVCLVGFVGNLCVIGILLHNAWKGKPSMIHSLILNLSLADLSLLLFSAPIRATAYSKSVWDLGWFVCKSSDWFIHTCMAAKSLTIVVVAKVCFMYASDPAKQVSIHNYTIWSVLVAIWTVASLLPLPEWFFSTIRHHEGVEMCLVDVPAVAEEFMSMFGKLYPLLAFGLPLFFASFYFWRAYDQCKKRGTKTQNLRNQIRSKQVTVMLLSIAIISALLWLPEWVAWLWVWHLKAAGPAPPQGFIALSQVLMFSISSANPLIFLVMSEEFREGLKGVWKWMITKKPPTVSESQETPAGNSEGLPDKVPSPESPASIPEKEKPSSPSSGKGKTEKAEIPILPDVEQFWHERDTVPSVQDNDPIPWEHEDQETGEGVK
# FBW7 act – activators of human E3 ligase FBW7; AlphaScreen FBW7–phospho-cyclin E peptide binding, activator screen; Q969H0; 0.13% of 650,000 active; AID 1259310; normalized activity (activation), % at 26.1 µM; in the data active = normalized activity above about 1.9%;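 also: purified mutant Fbw7 with reduced substrate affinity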
# MITF primary – inhibitors of human MITF; 0.91% of 650,000 active; AlphaScreen MITF homodimerization, bead proximity signal; inhibition, % at 2.6 µM; AID 1259374; in the data active = inhibition above about 50%;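 also: 0% = vehicle wells with protein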
# Target sequence (O75030 whole entry, looked up): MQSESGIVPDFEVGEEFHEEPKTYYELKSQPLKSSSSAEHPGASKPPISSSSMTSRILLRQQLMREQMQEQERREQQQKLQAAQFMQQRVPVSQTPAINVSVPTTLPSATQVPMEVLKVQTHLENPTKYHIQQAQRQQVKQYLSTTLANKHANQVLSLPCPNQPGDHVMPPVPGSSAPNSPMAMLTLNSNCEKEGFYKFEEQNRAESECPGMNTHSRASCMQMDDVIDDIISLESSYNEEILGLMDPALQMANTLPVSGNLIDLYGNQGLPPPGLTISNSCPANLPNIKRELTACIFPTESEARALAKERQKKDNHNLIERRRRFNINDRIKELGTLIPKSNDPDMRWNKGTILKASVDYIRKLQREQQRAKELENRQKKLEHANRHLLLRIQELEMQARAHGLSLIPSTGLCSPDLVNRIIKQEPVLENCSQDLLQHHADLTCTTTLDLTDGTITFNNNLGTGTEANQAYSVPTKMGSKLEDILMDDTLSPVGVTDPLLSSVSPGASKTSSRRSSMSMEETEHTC
# TEAD-YAP inh – TEAD-YAP interaction inhibition. HEK-TIYL cells, TEAD-Gal4/YAP UAS-luciferase luminescence. inhibition, % at 9.12 µM. 1.4% of 640,000 active; in the data active = inhibition above about 32%;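 also: 0% = median of test compound wells and 100% = reference inhibitor wells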
# * = called active by the depositor; & = joins results of further samples.
No.	SMILES	MITF primary	FBW7 act	GPR151 ag	TEAD-YAP inh
1	Cc1c(Cl)cccc1NC(=O)CN1CCC(C(N)=O)CC1	11	0.4	4.9	-1
2	Cc1ccc(NC(=O)Nc2ccc(CC(=O)N3CCOCC3)cc2)cc1C	-5	-0.1	-0.6	0
3	Cc1ccc(N2C(=N)S/C(=C/c3sccc3C)C2=O)cc1C	0	-0.2	-1.1	-11
4	CC(C)[C@H](NC(=O)c1ccco1)C(=O)Nc1cccc(S(=O)(=O)NC2=NCCC2)c1	-3	-0.1	-2.2	1
5	CCC(C(=O)N1CCN(C(=O)c2ccco2)CC1)c1ccccc1 (stereo not given)	-11	0.7	-0.5	-2
6	O=C1C2C3C=CC(C3)C2C(=O)N1/N=C/c1cccc(I)c1 (stereo not given)	5	0.2	0.8	-1
7	COc1cccc(NS(=O)(=O)c2ccc(CC(C)C)cc2)c1	0	0.0	-0.2	5
8	COc1ccc(C(c2ccccn2)N(C)C(=O)C2CCN(S(C)(=O)=O)CC2)cc1 (stereo not given)	10	-0.1	-0.8	-1
9	COc1ccccc1-c1cc(C(=O)NCc2cccnc2)no1	3	0.0	-0.2	5
10	CN(c1ccc(Br)cc1)S(=O)(=O)c1ccc2[nH]cc(C(=O)N3CCCCCC3)c(=O)c2c1	-3	0.1	-0.4	3
11	CCn1cc(C(=O)OCC(=O)Nc2ccc([N+](=O)[O-])cc2OC)c(=O)c2ccc(C)nc21	-162	-0.1	-1.6	-6
12	Cc1c(C(=O)NNC(=O)Cn2ccc(C(F)(F)F)n2)oc2ccc(Br)cc12	10	-0.1	2.1	5
13	Cc1cc(C)c2oc(-c3cccc(NC(=O)c4cc([N+](=O)[O-])ccc4Cl)c3C)nc2c1	9	-0.1	0.6	9
14	N#C/C(=C\c1cn(Cc2ccc(Cl)cc2Cl)c2ccccc12)c1nn(-c2ccccc2)c(N)c1C#N	-10	-0.1	-1.2	11
15	Cc1nc(NCCNS(=O)(=O)Cc2ccccc2)cc(N(C)C)n1	-11	-0.2	-1.0	-4
16	COC(=O)c1ccccc1NC(=O)NNC(=O)C(C)Oc1ccc(C)cc1[N+](=O)[O-] (stereo not given)	-5	0.1	-1.5	-15
17	COc1cc([N+](=O)[O-])cc2cc(C(=O)N3CCc4ccccc43)c(=O)oc12	-7	0.1	-0.3	4
18	C=CCOc1ccc2c(-c3ccccc3)cc(=O)oc2c1	3	0.0	-0.5	-45
19	O=C(Nc1ccc(Br)cn1)Nc1ccccc1Cl	19	0.1	0.2	0
20	C=CCOc1ccc(C(=O)NC2CCCCCC2)cc1	-1	-0.1	-1.3	-23
21	C#CC1(NS(=O)(=O)c2ccc(F)cc2)CCCCC1	-3	-0.1	-0.8	-7
22	CCn1c2ccccc2c2cc(CNCCc3ccccc3OC)ccc21	15	-0.1	4.4	2
23	Cc1cc(=O)[nH]c(N/N=C/c2ccc(-c3ccc(F)cc3)o2)n1	-5	-0.2	-0.4	8
24	CCN(CC)S(=O)(=O)c1ccc(C(=O)Nc2c3c(nn2-c2ccccc2C)CS(=O)C3)cc1 (stereo not given)	-2	0.1	-1.3	1
25	CCN(C(=O)Cn1nc(C)n2c(cc3cc(C)ccc32)c1=O)c1ccccc1	-3	0.1	-1.0	3
26	Cc1nc(CN(C)C(=O)CC2(c3ccccc3F)CC(=O)N(C3CCCC3)C2=O)cs1 (stereo not given)	4	-0.1	-0.6	4
27	COc1ccc(C2/C(=C(/O)c3ccc(Cl)cc3)C(=O)C(=O)N2CCO)c(OC)c1 (stereo not given)	16	0.1	-0.7	5
28	CN(C(=O)c1ccn(C)n1)C(Cc1ccccc1)C1CCN(Cc2ccoc2)CC1 (stereo not given)	11	0.0	-0.1	-5
29	CC(=O)N1Cc2ccccc2CC1C(=O)O (stereo not given)	-3	-0.1	0.0	-9
30	CC1(C)Nc2ccccc2C(=O)N1O	-2	0.0	0.3	14
31	COCC(=O)N1CCc2c(C(=O)OC)c(OCCCc3ccccc3)cc(=O)n2CC1	-13	-0.1	1.3	-5
32	CCOC(=O)c1sc2nc(SCc3cc(C(C)=O)ccc3OC)n(Cc3ccccc3Cl)c(=O)c2c1C	-3	-0.2	1.3	1
33	Cc1cccc(N2C(=O)NC3CC2(C)Oc2ccc(Cl)cc23)c1 (stereo not given)	-5	0.5	-1.0	2
34	CCn1c(=O)n(CC(=O)Nc2cc(OC)ccc2OC)c2cccnc21	6	-0.1	3.1	4
35	COc1ccc(NC2CC(C)N(C(=O)c3ccccc3)c3ccc(OC)cc32)cc1 (stereo not given)	3	-0.3	-0.1	0
36	COc1ccccc1CNCc1ccoc1	13	-0.1	1.2	-8
37	O=C(Nc1ccc(F)c(F)c1)C1c2ccccc2Oc2ccccc21	2	0.1	0.7	-2
38	O=C1CC(c2ccc(S(=O)(=O)NCCc3ccccc3)cc2)CN1 (stereo not given)	0	0.1	-0.5	8
39	O=C(OCC(=O)N1CCCC1)c1cc(=O)c2ccccc2o1	-1	-0.1	-1.3	-9
40	Cc1ccc2cc3cc(C(=O)N4CCC(N5CCCCC5)CC4)oc3nc2c1	-4	0.2	-0.3	-11
41	Cc1c(C(=O)N2CCC[C@H]2CO)sc2ncnc(NCCCN3CCCC3=O)c12	4	0.1	-0.6	-8
42	COc1cc(Cn2cc(CC(=O)NCc3cccs3)c3ccccc32)cc(OC)c1	13	0.0	0.5	-2
43	Cc1ccccc1Nc1nn2c(=O)c3ccccc3nc2s1	-2	0.0	-1.8	-5
44	COc1ccc(C)cc1NC(=O)CCn1c(=O)oc2ccccc21	10	0.0	-0.6	9
45	COc1ccc(Cc2cc(C(=O)NCC3(c4ccccc4)CCOCC3)on2)cc1	-7	-0.3	-0.7	0
46	Cc1ccc(C(=O)N2CCN(c3ccccn3)CC2)c(C)c1	11	0.7	2.6	1
47	COC(=O)C1=CN(Cc2cccs2)C=C(C(=O)OC)C1c1cccc(OC)c1OC	5	0.1	0.6	10
48	Cn1c(N2CCC(C(=O)NCc3ccc(F)cc3)CC2)nc2ccccc21	2	0.6	2.5	13
49	CCOC(=O)c1[nH]c2cc(C)sc2c1CO	-9	0.2	-0.3	-13
50	CC(C)(C)C1CCc2c(sc(NC(=O)c3ccco3)c2C(=O)O)C1 (stereo not given)	2	-0.1	-0.5	90*

# Continued.
No.	SMILES	MITF primary	FBW7 act	GPR151 ag	TEAD-YAP inh
51	N#Cc1c(NC(=O)CSc2nc(N)cc(=O)[nH]2)sc2c1CCCCC2	7	0.3	-0.9	8
52	CN(C)C(=O)c1nc2ccc(Cl)cn2c1CN1CCN(c2ncccn2)CC1	0	0.0	-0.6	9
53	C/C=C(\C)CN1CCc2nnc(C(C)NC(=O)COc3ccccc3)n2CC1 (stereo not given)	-8	0.0	-0.8	-1
54	CCCOC(=O)C1=C(C)NC2=C(C(=O)CC(c3ccccc3)C2)C1c1ccccc1Br (stereo not given)	0	0.1	0.2	2
55	O=C(NNC(=O)c1ccc(Cl)cc1Cl)c1ccncc1	-3	0.0	-0.7	-9
56	CN(CCCN1C(=O)C2C(C(=O)Nc3ccc(Cl)cc3)C3C=CC2(O3)C1C(=O)NC1CCCCC1)Cc1ccccc1 (stereo not given)	-3	-0.2	-1.7	1
57	CN(C)c1ccc(C(=O)N/N=C/c2ccccn2)cc1	11	-0.1	3.3	-35
58	N#Cc1c(C(F)(F)F)cc(-c2cccs2)nc1SCC(=O)C1CC1	6	0.2	0.7	5
59	CCOC(=O)c1ccc(-c2ccc(/C=C/c3[nH]n4cnnc4c(=O)c3[N+](=O)[O-])o2)cc1	6	-0.2	-0.4	-16
60	O=C(Nc1ccc(S(=O)(=O)NCc2ccco2)cc1)c1ccco1	-8	0.1	-0.2	-23
61	CN(C)C(=O)Oc1cccc([N+](C)(C)C)c1	-4&3&18	-0.2&-0.2&0.1	-0.6&-0.8&0.7	-8&5
62	CCOC(=O)c1c(NC(=O)C(F)(OC)C(F)(F)F)sc2c1CCN(C)C2 (stereo not given)	-1	-0.1	1.3	2
63	Cc1ccccc1NC(=O)c1ccc(F)c(S(=O)(=O)NCc2ccccc2Cl)c1	3	0.1	0.1	-7
64	CCc1ccc(OCC(=O)Nc2ccccc2Br)cc1	-3	-0.1	2.4	-67
65	Cc1csc2nc(CNC(=O)c3ccccc3C(=O)O)cn12	-18	0.0	-0.1	4
66	COc1ccccc1NC(=O)CNC(=O)CNC(=O)C1O[C@@H]2OC(C)(C)O[C@@H]2[C@H]2OC(C)(C)O[C@@H]12 (stereo not given in full)	-5	-0.1	-1.5	6
67	C/C(CC(=O)N1CCCC1)=N\NC(=O)COc1ccccc1	-6	0.6	-0.1	-5
68	Cc1ccc(-c2nc(C#N)c(N3CCN(C(=O)c4ccc(Cl)cc4)CC3)o2)cc1	68*	0.1	2.8	-5
69	O=C(NCc1ccc(Cl)cc1)C(=O)Nc1ccc(F)cc1	3	0.0	-1.2	-19
70	Cc1ccc(S(=O)(=O)N/N=C/c2ccc([N+](=O)[O-])s2)cc1	-4	0.0	-0.8	12
71	Cc1ccc(CSCC(N)C(=O)O)cc1 (stereo not given)	5	0.7	0.3	7
72	CCOc1ccc(/C=C(/C#N)c2nc(-c3ccc(Br)cc3)cs2)c(OCC)c1	0	0.3	0.1	5
73	COc1ccc(CN2CCC3(CCC(CNC(=O)c4ccco4)O3)CC2)cc1OC (stereo not given)	-1	0.1	1.5	7
74	O=C(Nc1nnc(COc2ccccc2)s1)c1ccc(F)cc1	-6	-0.1	3.1	3
75	COc1ccc(CCN2CC(C(N)=O)CC2=O)cc1OC (stereo not given)	12	0.1	-1.5	-9
76	C=CCOc1ccccc1CN[C@H]1C[C@@H](C(=O)NCCOC)N(Cc2ccccc2)C1	2	0.1	1.2	-1
77	COc1ccc(C2C(C(=O)c3ccccc3)=C(Nc3ccccc3)C(=O)N2c2ccccc2)cc1 (stereo not given)	2	0.0	-0.6	4
78	O=C(NCC(c1ccco1)S(=O)(=O)c1ccc(Cl)cc1)C(=O)NC1CC1 (stereo not given)	1	-0.1	0.5	4
79	Cc1ccc(C)c(C2CC(=O)Nc3cc(C)c(C)cc32)c1 (stereo not given)	8	-0.1	1.7	7
80	Cc1nc(N2CCOCC2)c2c(C)c(C(=O)N(Cc3ccc(N(C)C)cc3)Cc3ccco3)sc2n1	29	0.2	-1.5	16
81	COc1cc(C2C3=C(CC(C)(C)CC3=O)Nc3[nH]c(=O)[nH]c(=O)c32)ccc1O (stereo not given)	21	1.1	0.2	10
82	O=C(CSc1nc2[nH]ncc2c(=O)[nH]1)Nc1ccc(Cl)c(Cl)c1	-1	0.1	1.4	-1
83	Cc1cc(C)nc(/N=C(\N)Nc2ccc(Oc3ccccc3)cc2)n1	3	0.5	-0.4	32*
84	Cc1cc(C)cc(C(=O)Nc2c3c(nn2-c2cccc(C)c2C)CSC3)c1	-12	0.0	1.7	8
85	Cc1ccc(NC(=O)C2CCC2)cc1F	0	-0.2	-0.9	-9
86	Nc1nc(NCCO)cc(Nc2ccncc2)n1	2	0.0	4.9	-1
87	Cc1nnc(Sc2cc(C(=O)NCc3ccc4c(c3)OCO4)c3ccccc3n2)s1	5	-0.3	1.0	-2
88	O=C(CNC(=O)c1cccs1)NNC(=O)Cc1c[nH]c2ccccc12	20	0.5	0.2	-1
89	COc1ccccc1NC(=O)CN1CCC(C(=O)c2ccc3c(c2)OCCO3)CC1	-4	-0.4	0.7	0
90	CCOC(=O)c1c(NC(=O)c2cc(Cl)cc(Cl)c2OC)sc2c1CCCC2	5	1.0	2.4	3
91	O=C(NC1CC1)c1ccc(-c2nc(NC3CC3)c3[nH]cnc3n2)cc1	-1	-0.1	0.8	6
92	COc1ccc(/C=N/n2cnnc2)cc1COc1ccc(Cl)cc1	7	0.0	1.9	-10
93	COc1ccccc1NC(=O)Nc1ccnn1C1CCN(C(=O)Cc2cccc(C)c2)CC1	3	0.3	-0.5	7
94	O=C1c2ccccc2C(=O)c2c1nc1n2CCCC1	0	-0.3	0.1	1
95	COc1ccc(C=C2C(=O)c3ccccc3C2=O)cc1Br	-4	-0.2	-0.4	4
96	CC(=O)Nc1nnc(Cc2ccc(Cl)c(Cl)c2)s1	-7	0.0	-0.3	-11
97	O=C1CCCN1c1nc(-c2ccccc2)cs1	-3	0.0	-1.9	-12
98	CCCN(CCC)C(=O)c1ccccc1NC(=O)c1ccccc1Cl	11	0.0	0.8	6
99	Nc1nc2c(s1)c(=O)[nH]c(=O)n2-c1ccccc1	8	0.4	1.6	-12
100	CCOC(=O)N1CCN(C(=O)c2cc3c(=O)oc4ccccc4c3s2)CC1	16	0.0	-0.6	4

# No enrichment for hits. Share with any hit: about 3.4%.
